Cneo AK release – Cryptococcus neoformans lysis via adenylate kinase release | C. neoformans lysis, adenylate kinase release luminescence, 4 h; normalised: neutral wells 0, clomiphene wells 100 | lysis activity, % at 15 µM | actives 0.2% (n = 360,000) | AID 651654;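 active = mean lysis activity across replicates of at least 80%, whatever share of replicates individually reach that level; inactive = mean lysis activity below 80%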
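Material – log-phase Cryptococcus neoformans yeast cells · Input – 5 × 10^6 yeast cells/mL · Medium – fresh YPD growth medium · Doses – single compound concentration per well · Timing – static 4 h at 37 °C with compound, 1 h detection · Detection – adenylate kinase release luminescence · Read-out – signal increase indicating cell lysis · Control set – Clomiphene as positive lysis control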
Statin myotox sup – protects C2C12 myotubes from simvastatin toxicity. ATP luminescence, 48 h; scaled: DMSO 0, geranylgeraniol control 100. rescue of ATP level, % at 7.49 µM. actives 0.78% (n = 330,000);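 active = mean ATP rescue above about 67%, or every replicate alone reaching that limit, limit read from the data, passing the limit was not always enough; inconclusive = no clear call, values can overlap the other calls; inactive = mean under the limit and some replicate under it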;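 note: myotubes were challenged with 10 µM simvastatin during compound exposure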
SIRT5 block – sirtuin-5 (human) deacylase inhibition. actives 1.1% (n = 330,000). inhibition, % at 15 µM. Purified SirT5, succinyl-peptide AMC, trypsin-coupled fluorescence. AID 652115; in the data active = inhibition above about 15%; inconclusive = no clear call, values can overlap the other calls
Target sequence (Q9NXA8 whole entry, looked up): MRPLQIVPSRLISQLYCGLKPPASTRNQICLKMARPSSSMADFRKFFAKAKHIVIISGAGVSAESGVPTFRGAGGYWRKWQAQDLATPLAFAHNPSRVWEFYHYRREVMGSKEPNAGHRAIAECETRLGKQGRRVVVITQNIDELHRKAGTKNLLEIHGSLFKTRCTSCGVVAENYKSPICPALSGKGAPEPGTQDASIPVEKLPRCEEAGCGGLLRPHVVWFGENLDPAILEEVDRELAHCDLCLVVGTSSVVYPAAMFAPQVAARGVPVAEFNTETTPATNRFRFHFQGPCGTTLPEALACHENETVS
ERp5 inh – ERp5 (human) disulfide isomerase inhibition; ERp5 insulin aggregation, absorbance 650 nm, 90 min; inhibition, % at 9.99 µM; actives 0.05% (n = 350,000); AID 651711;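 active = mean replicate inhibition above about 25%, with every replicate also reaching it, limit read from the data, passing the limit was not always enough; inconclusive = only one of those two criteria met; inactive = neither criterion met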
Target sequence (Q15084 whole entry, looked up): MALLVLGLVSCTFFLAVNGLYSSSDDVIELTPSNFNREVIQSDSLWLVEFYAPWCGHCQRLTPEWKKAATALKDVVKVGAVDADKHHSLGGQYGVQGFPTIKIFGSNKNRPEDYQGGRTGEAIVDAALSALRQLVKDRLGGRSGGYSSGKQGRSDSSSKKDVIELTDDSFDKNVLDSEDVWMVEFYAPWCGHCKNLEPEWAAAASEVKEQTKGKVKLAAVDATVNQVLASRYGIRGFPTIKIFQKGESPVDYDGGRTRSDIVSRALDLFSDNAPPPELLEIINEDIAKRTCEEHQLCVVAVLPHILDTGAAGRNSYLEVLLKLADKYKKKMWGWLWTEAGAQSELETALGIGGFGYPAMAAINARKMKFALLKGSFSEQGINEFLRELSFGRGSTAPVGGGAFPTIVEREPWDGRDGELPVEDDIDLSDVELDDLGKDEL
miR122 inh – inhibitors of miR-122 in Huh7 cells; activation (reporter increase), % at 12.5 µM; AID 602342; Huh7 miR-122 Renilla luciferase sensor, 48 h; neutral wells = 0, positive control = 100; actives 0.3% (n = 340,000);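 active = mean replicate activation score at least 90 and every replicate individually at or above 90; inconclusive = only one of the two criteria met; inactive = neither criterion met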;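 note: higher luciferase means less miR-122 activity so hits act as miR-122 inhibitors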
esBAF inh – SWI/SNF esBAF complex inhibition; mouse ES cells, Bmi1-luciferase knock-in reporter, 24 h; 100% = twice the neutral-well signal; reporter increase, % at 12.5 µM; actives 2% (n = 350,000); AID 602393; in the data active = activation above about 40%; inconclusive = no clear call, values can overlap the other calls;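 note: 0% = median of the plate's neutral control wells and 100% = double that signal; a rise in the Bmi1 reporter signal indicates esBAF inhibition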
ARNT-TACC3 inh – disrupts binding between human ARNT and TACC3. AlphaScreen His-ARNT PAS-B/GST-TACC3 binding, luminescence; TACC3 fragment carries E629A point mutation. inhibition, % at 9.99 µM. AID 623870. actives 0.66% (n = 390,000). Q9Y6A5;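 active = mean inhibition of replicates at least 50% and at least half of replicates each reaching 50%; inconclusive = half or more replicates reach 50% but mean below 50%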;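 note: 0% = complete ARNT plus TACC3 wells and 100% = ARNT alone without TACC3; many hits fall short of the cut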
* marks the source's active call; other numbers are inactive results; ? = inconclusive; / = no result given; [ ] = another dose, or the depositor's remark.

SMILES	Cneo AK release	Statin myotox sup	SIRT5 block	ERp5 inh	miR122 inh	esBAF inh	ARNT-TACC3 inh
C/C=C1/C[N+]2(C)CCC34C(=C(C=O)[C@H]1C[C@@H]32)Nc1ccccc14 (stereo not given in full)	0	4	-1	5	1	4	-1
C[C@]12CC[C@H](N)CC1=CCC1C2CC[C@@]2(C)C1CC[C@@H]2O (stereo not given in full)	/	/	-1	-2	37	/	12
CC(=O)N1N=C(c2c(O)n(C)c(=O)n(C)c2=O)CC1c1ccccc1 (stereo not given)	/	/	-1	4	/	/	16
CC1=Nc2cc(C(=O)N3CCC4(CC3)OCCO4)ccc2Sc2ccc(Cl)cc21	1	6	1	0	/	3	0
O=C(O)[C@H]1[C@H](CO)[C@H]2Cn3c(ccc(-c4ccccc4F)c3=O)[C@@H]1N2C(=O)c1cccnc1	0	26	-7	7	/	-2	4
C=CCN1CCC2(C)c3cc(O)ccc3CC1C2C (stereo not given)	0	0	2	-1	4	-4	5
CCCCC1(CCC)C(=O)NC(=S)NC1=O	1	-19	/	2	-4	/	-6
CNCC(O)c1cccc(OC(=O)c2ccccc2C)c1 (stereo not given)	0	/	/	/	-6	21	-3
C[C@@H]1O[C@@H](O[C@H]2C[C@@H](O)[C@]3(CO)[C@H]4[C@H](O)C[C@]5(C)[C@@H](C6COC(=O)C6)CC[C@]5(O)[C@@H]4CC[C@]3(O)C2)[C@H](O)[C@H](O)[C@H]1O (stereo not given in full)	0	5	-4	-6	114*	-2	1
COC(=O)C1=C(c2ccc(F)cc2F)C[C@@H]2CC[C@H]1N2C(=O)N1CCC(O)CC1	4	-3	-4	0	-2	-4	26
S=C(NCCc1ccccc1)N1Cc2ccc(Br)cc2-n2nncc2C1	1	15	0	6	16	9	/
CCCNC(=O)N1[C@H]2CC[C@@H]1C(C(=O)OC)=C(c1cc3ccccc3o1)C2	0	0	/	/	3	8	-4
COc1ccc(OC(=O)N(C)C)c(CN(C)C)c1	2	-1	/	/	3	6	-5
COc1ccc(C(O)CNC(C)C)c(F)c1OC (stereo not given)	3	0	/	3	/	-1	0
Cn1c(O)c(/C=C2\C=c3ccccc3=NC2=O)c(=O)n(C)c1=O	0	5	-2	4	-6	-4	1
COC(=O)C[C@@H]1CC[C@H]2NC[C@@H](O)COC[C@@H]2O1	-1	-6	/	/	0[16.7 µM]	-13	15
O=C1CC(c2cccnc2)=NN1c1ccc(Cl)cc1Cl	/	/	2	0	/	/	-4
c1cc2c(cc1[C@H]1OC[C@H]3[C@@H]1CO[C@@H]3c1ccc3c(c1)OCO3)OCO2	-2	5	-2	0	-1	10	-3
COc1cc(/C=C/c2nc3ccccc3c(=O)n2-c2ccc(O)cc2)ccc1O	-1	117*	-3	0	-3	0	-2
Cc1cc(S(N)(=O)=O)ccc1N=Cc1c(O)n(-c2ccccc2)c(=O)[nH]c1=O	/	/	0	-3	/	/	-11
O=c1[nH]c(=O)n(-c2cccc3ccccc23)c(O)c1/C=N/N1CCCCC1	-2	-4	8	-12	6	0	0
COc1ccc(C2=NCC(=O)N(CC(=O)NCc3ccco3)c3sc4c(c32)CCCC4)cc1OC	-1	18	/	/	-9	-1	0
O=C(c1ccc(Cl)cc1)C1CCCN(Cc2ccon2)C1 (stereo not given)	3	17	0	2	-2	-10	-5
COc1ccccc1N1CCN(Cc2ccc(Br)cc2)CC1	-3	11	-1	-4	-1	4	-3
O=C(c1ccc(-c2ccccc2)c(F)c1)C1CCCN(CCO)C1 (stereo not given)	/	-1	-6	0	/	5	-5

Going on with the list:
SMILES	Cneo AK release	Statin myotox sup	SIRT5 block	ERp5 inh	miR122 inh	esBAF inh	ARNT-TACC3 inh
Cc1nc2c(C(=O)N3CCC4(CC3)OCCO4)cnn2c(C)c1Cc1cccc(Cl)c1	1	4	-4	2	3	8	-3
CC(C)OC1CCCC(O)C1CC(=O)O (stereo not given)	2	6	0	4	5	7	-1
C[C@]12CC[C@H](O)CC1=CC(=O)C1C2CC[C@]2(C)C(=O)CCC12 (stereo not given in full)	-1	-3	-1	1	-10	-3	-8
c1ccc(CN2CCc3nc4ccccc4cc3C2)cc1	1	11	1	1	-1	53*	3
COC(=O)C1=C(c2ccc(S(C)(=O)=O)cc2)C[C@@H]2CC[C@H]1N2C(=O)N1CCCC1	-2	-1	-3	0	/	3	/
CSCCC(c1nnnn1-c1c(C)cccc1C)N1CCC(n2c(=O)[nH]c3ccccc32)CC1 (stereo not given)	-1	14	11	-3	-17	-9	/
COC(=O)C12CCc3cc(OC)ccc3C1=CC(=O)C2 (stereo not given)	1	5	-13	6	-12	5	/
c1ccc2c3c([nH]c2c1)CNCC3	5	6	1	4	6	0	-2
CCN1CC2(COC(=O)c3ccccc3N)CCC(OC)C34C5CC6C(OC)CC(O)(C5C6OC)C(O)(C(OC)C23)C14 (stereo not given)	2	-2	/	/	-19	-1	3
Cc1ccc(NC(=O)[C@@H](NC(=O)N2C[C@H]3C[C@@H](C2)c2cccc(=O)n2C3)C(C)C)cc1	-2	1	-2	0	-1	8	-18
COC(=O)[C@H]1[C@H](CO)[C@H]2Cn3c(ccc(-c4ccccc4F)c3=O)[C@@H]1N2C(=O)C1CCC1	-3	-3	-9	-5	3[16.7 µM]	8	-6
C/C1=C\[C@@H](C)C/C=C/[C@H]2[C@@H]3O[C@]3(C)[C@@H](C)[C@H]3[C@H](Cc4c[nH]c5ccccc45)NC(=O)[C@]32C(=O)/C=C/C(=O)[C@@H]1O	0	-103	/	/	-16	0	7
CC[C@H]1CC2CN3CCc4c([nH]c5ccccc45)C(C(=O)OC)(C2)C13 (stereo not given in full)	2	-2	/	/	-2	-4	/
S=P(N1CCOCC1)(N1CC1)N1CC1	/	-6	-3	4	0	-2	2
CC1CCC(C(C)C)C(OC(=O)Cn2c(COc3ccccc3)[n+](C)c3ccccc32)C1 (stereo not given)	-7	-69	3	-4	-1	-31	9
CCOc1ccc(CN2CCCC(C(=O)c3ccccc3OC)C2)cc1 (stereo not given)	3	3	-1	0	7	-2	0
CC(C)N1CCN(Cc2ccccc2C(F)(F)F)CC1CCO (stereo not given)	/	/	-4	-1	/	/	-17
COc1ccc(-n2c(-c3ccco3)nc3ccccc3c2=O)cc1	/	/	1	0	/	/	-3
Cc1cc(=O)oc2cc(OCC(=O)N3CCN(Cc4ccccc4)CC3)ccc12	-1	7	-6	1	-1	-10	-1
O=C1NC(=O)C2(Cc3ccccc3N3CCCC32)C(=O)N1c1ccccc1 (stereo not given)	2	-13	/	/	6	-3	12
O=C1NC(=O)[C@]2(Cc3ccccc3N3CCN(c4ccccc4)CC32)C(=O)N1c1ccccc1 (stereo not given in full)	1	2	/	/	-5	?	4
c1ccc2c(c1)[nH]c1cnccc12	-1	3	-15	8	3	0	13
CCN(CC)CCNCC(=O)Nc1ccc(Cl)cc1C(=O)c1ccccc1	4	-3	/	/	1	18	4
CCOC(=O)C1=Nc2ccccc2/C1=C\c1c(O)n(C)c(=O)n(C)c1=O	1	/	-2	7	3	/	-6
Cc1cc2c(C(F)(F)F)cc(=O)oc2c2c1NCCC2	0	0	/	/	-7	3	-2

The results go on.
SMILES	Cneo AK release	Statin myotox sup	SIRT5 block	ERp5 inh	miR122 inh	esBAF inh	ARNT-TACC3 inh
COCCn1cc(C(=O)N2CCC3(CC2)OCCO3)c2c3ccccc3n(C)c2c1=O	-1	-7	/	/	2	-4	-4
COc1ccc(C(=O)O)cc1OC	2	7	1	1	-3	1	-12
CN(C)CC1CCCCC1OC(=O)Cc1ccc(Cl)c([N+](=O)[O-])c1 (stereo not given)	1	-9	-3	4	-3	-6	/
C[C@]12CCC3C(CC[C@@H]4C[C@H](O)CC[C@]34C)C1CCC2=O (stereo not given in full)	1	1	1	-5	-6	-5	-1
CCNCC(O)c1cccc(O)c1 (stereo not given)	1	7	3	-1	-9	-3	0
COC(=O)C1=C(c2cccc(OCc3ccccc3)c2)C[C@@H]2CC[C@H]1N2C(=O)NC1CCN(Cc2ccccc2)CC1	2	-14	2	3	-5	4	6
COC(=O)C1=C(c2ccccc2OCc2ccccc2)C[C@@H]2CC[C@H]1N2C	1	0	-2	1	4	-10	/
NC(Cc1ccc(F)cc1)c1csc(Nc2cnccn2)n1 (stereo not given)	0	-1	-1	-9	-2	4	/
COc1cccc(-c2ccc([C@@H]3[C@@H](CO)N4CCCCN(C(=O)Cc5ccncc5)C[C@H]34)cc2)c1	0	/	0	-2	11[16.7 µM]	/	3
COc1ccc(C(=O)Cn2c(NCCCl)nc3ccccc32)cc1	4	9	1	3	1	-5	-2
COc1ccc(N=Cc2c(O)n(-c3ccc(C)cc3)c(=O)[nH]c2=O)cc1	/	/	-1	-1	-9	/	/
CCOC(=O)[C@@H]1[C@@H]2NC(=S)N[C@@]1(C)Oc1ccccc12	6	/	-2	2	/	/	23
O=S(=O)(c1ccc(Cl)cc1)N1CCCCC1c1cccnc1 (stereo not given)	1	-15	-6	6	5	0	-3
Cc1nc2cc(F)ccc2n1C1CCN(Cc2nnnn2CCc2ccccc2)CC1	-1	7	/	/	-4	7	-1
CCCCCCC(=O)N/N=C/c1c(O)n(CCCC)c(=S)[nH]c1=O	6	15	2	-3	-2	2	11
C/C(=N\N1CCCCCC1)c1c(O)n(-c2ccc(Cl)cc2)c(=O)[nH]c1=O	0	4	-8	-1	-1	12	-11
Cc1ccc(-n2c(O)c(C=NCc3cccnc3)c(=O)[nH]c2=O)cc1C	-1	-10	2	0	/	1	3
O=C1C2CCN(CC2)[C@@H]1Cc1ccc2ccccc2c1O	-4	-12	/	/	-3	2	6
CN1CCC2(CC1)N=C(c1ccc(F)cc1)C(=S)N2	/	/	12	8	/	/	6
O=S(=O)(NC1CN2CCC1CC2)c1ccc(Cl)cc1 (stereo not given)	-1	-19	-2	1	-3	-3	3
CC(C)OP(=O)(OC(C)C)C(O)c1ccccc1F (stereo not given)	-1	-2	/	/	1	0	-3
CNCC(O)c1cc(OCc2ccccc2)c(OCc2ccccc2)cc1F (stereo not given)	7	-19	-4	1	/	-23	7
CC(=C1C(=O)c2ccccc2C1=O)N1CCN(CCN=Cc2c(O)n(C)c(=O)n(C)c2=O)CC1	-12	23	/	/	-4	-4	-1
O=C1NC(=S)NC(=O)C1=Cc1cccn1-c1ccc(O)cc1	/	/	53*	4	/	/	-6
CP(=O)(Nc1ccc(Cl)cc1)c1nc2c(s1)CCCC2 (stereo not given)	/	/	0	-10	/	/	-7
CC1(C)OC1COc1c2occc2cc2ccc(=O)oc12 (stereo not given)	0	2	6	-3	-1	-6	2
O=C(O)c1ccc(-n2c(O)c(/C=C3\C=Nc4ccccc43)c(=O)[nH]c2=O)cc1	-2	6	-1	5	/	-5	-8
CC1CCCCC12C(=O)NC(=O)NC2=O (stereo not given)	/	/	0	-5	132	/	-10
COC(=O)[C@@H]1[C@@H](CO)[C@@H]2Cn3c(ccc(C4=CCCCC4)c3=O)[C@H]1N2Cc1cccnc1	-1	5	-24	4	0[16.7 µM]	-1	-10

Reformatted with values under each structure: 5 of the compounds above
Every second line gives: Cneo AK release, Statin myotox sup, SIRT5 block, ERp5 inh, miR122 inh, esBAF inh, ARNT-TACC3 inh
Cc1cc(=O)oc2cc(OCC(=O)N3CCN(Cc4ccccc4)CC3)ccc12
→ -1, 7, -6, 1, -1, -10, -1
O=C1NC(=O)C2(Cc3ccccc3N3CCCC32)C(=O)N1c1ccccc1 (stereo not given)
→ 2, -13, /, /, 6, -3, 12
O=C1NC(=O)[C@]2(Cc3ccccc3N3CCN(c4ccccc4)CC32)C(=O)N1c1ccccc1 (stereo not given in full)
→ 1, 2, /, /, -5, ?, 4
c1ccc2c(c1)[nH]c1cnccc12
→ -1, 3, -15, 8, 3, 0, 13
CCN(CC)CCNCC(=O)Nc1ccc(Cl)cc1C(=O)c1ccccc1
→ 4, -3, /, /, 1, 18, 4

Not all compounds are listed, so the mix of outcomes need not match the whole.
